bCat nuc transl: alters nuclear translocation of beta-catenin in HeLa cells | immunofluorescence imaging | nuclear translocation activity, % at 5 µM | actives 0.3% (n = 190,000);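 active means nuclear translocation activity above 50% at 5 µM, with a well cell count of 50 or more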;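 further: per-cell ratio of nuclear to cytoplasmic median beta-catenin stain intensity; plate controls were DMSO negative control for no effect and GSK-3 inhibitor IX positive control for full effect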
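test system = HeLa cells, endogenous beta-catenin | dosing = single 5 µM dose plus 0.02–20 µM confirmation series | times = compound treatment 24 h, 37°C, 5% CO2 | technique = beta-catenin immunofluorescence imaging with DAPI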
Yfh1-off respiration: mitochondrial function rescue without frataxin homolog – Friedreich's ataxia, plus single-dose screen, dose response (AID 1465) | S. cerevisiae Yfh1-off respiration, WST-1 reduction, 72 h; higher fold induction means a stronger effect | one-dose fold induction at 50 µM; EC50 in µM for titrated hits | actives 0.074% (n = 220,000);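 active means fold induction of absorbance versus untreated yeast above a set limit, then at least 30% activation at any dose in follow-up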;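 further: activators that raise dye reduction in frataxin-depleted yeast; strong numbers were not always called active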
Lipid droplet: hepatic lipid droplet formation modulation; AML12 mouse hepatocytes, oleate lipid droplets, BODIPY imaging; inhibition, % at 6.5 µM; actives 0.4% (n = 240,000); AID 1656;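 active means lipid droplet intensity inhibited by at least 50%, with more than 500 cells counted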
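Material: mouse AML12 hepatocyte cell line, fixed after treatment; Timing: compound with oleate, overnight; Technique: high-content imaging of BODIPY-stained droplets and DAPI nuclei; Probe or stimulus: oleate, 100 µM final; Dosing: compound at 6.5 µM only.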
WT yeast gro inh: growth inhibition of WT yeast, mitochondrial fusion screen | mitochondrial fusion phenotypic screen, WT strain | actives 2.1% (n = 190,000) | inhibition, % at 10 µM | AID 1362; in the data active means inhibition above about 58%; tested in S. cerevisiae
MT stabilize HCS: stabilizes microtubules in HeLa cells. HeLa tubulin immunostaining HCS, 24 h; share of cells brighter than vehicle mean+2SD. % tubulin-high responders, % at 10 µM. actives 0.83% (n = 200,000);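 active means plate Z-score above 3 for both tubulin-high and condensed-nucleus cell shares, with cell loss under 80%, at 10 µM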;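 further: anti alpha tubulin signal scored within the nucleus-defined area of each cell; some results filed as inactive read as strong as hits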
Ins promoter up: MIN6 insulin promoter up-regulation; z-score at 5 µM; actives 0.3% (n = 190,000); MIN6 insulin promoter-GFP reporter, high-content imaging; active compounds read high;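 active means z-score above 3 at 5 µM with at least 500 cells counted in the well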
Dynein cargo inh: blocks dynein driven cargo transport along microtubules; actives 0.47% (n = 220,000); z-score, hits read low; 3617.4 mouse cells, GR-EGFP nuclear translocation imaging; test concentration mostly 20 µM; stimulated with dexamethasone, 1 µM; active compounds read low;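 active means plate z-score of nuclear minus cytoplasmic receptor signal below a set negative limit, without overly bright fluorescence or cell loss, cut at about -3.5 in these data, passing the limit was not always enough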;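 further: z-score of nuclear minus cytoplasmic ring GR-EGFP intensity difference per well; some compounds called inactive have numbers as strong as hits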
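Buffer or medium: tetracycline-free induction medium containing charcoal-stripped FBS / Reagent: dexamethasone agonist, 1.0 µM final, for 30 min / Technique: automated 10x imaging of fixed Hoechst-stained cells / Times: induction 48 h, compound 1 h, agonist 30 min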
Autophagy HCS: autophagy modulation, high-content screen. MEF GFP-LC3 puncta imaging; test concentration mostly 10 µM. calls only at 10 µM (by protocol). actives 0.98% (n = 190,000). AID 463193;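 active means percentage of spot-positive cells more than 3 SD above its plate mean, without a fluorescence outlier flag or 80% toxicity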;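 further: spot-positive cell cutoff set from DMSO-treated cells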
NOD2 inhibition: NOD2 signaling inhibitors, cell-based, luminescence, uHTS, HEK293 (AID 1566). HEK293 NOD2/NF-kB luciferase reporter, luminescence; higher % means a stronger effect. inhibition, % at 4 µM, or EC50 in µM where a hit was titrated. actives 0.63% (n = 290,000); in the data active means inhibition above about 50%; further: many of its hits are not listed in these tables
WT yeast gro inh mutant strain: also measured in WT yeast gro inh; calls as there; inhibition, %; mitochondrial fusion phenotypic screen, mutant strain inhibition
Dynein cargo inh cytoplasmic EGFP: recorded beside Dynein cargo inh, whose call it bears; z-score; measured here: cytoplasmic GR-EGFP intensity; active compounds read high
Dynein cargo inh nuclear GR-EGFP: recorded beside Dynein cargo inh, whose call it bears; z-score; measured here: nuclear GR-EGFP intensity;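 lower value marks the stronger effect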
Dynein cargo inh cell count: recorded beside Dynein cargo inh, whose call it bears; z-score; measured here: cell count per field
Ins promoter up cell count: further read-out of Ins promoter up, marked with its call; cell count; measured here: cytotoxicity, nuclei count;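 total cells summed across four imaged fields per well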
Lipid droplet cells 6.5 µM: further read-out of Lipid droplet, marked with its call; cell count; measured here: cell count, cytotoxicity flag;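 cells counted across two imaged fields per well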
bCat nuc transl cell count 5 µM: recorded beside bCat nuc transl, whose call it bears; cell count; measured here: cell count, cytotoxicity flag
MT stabilize HCS Hoechst-high %: further read-out of MT stabilize HCS, marked with its call; % Hoechst-high responders; measured here: nuclear condensation Hoechst responders;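 share of cells brighter than vehicle mean plus two SD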
MT stabilize HCS cytotoxicity %: also measured in MT stabilize HCS; calls as there; toxicity, %; measured here: cytotoxicity by cell density;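 0% = mean cell density of plate MIN control wells and 100% = no cells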
Autophagy HCS cell loss 18 h: second read-out of Autophagy HCS, no call of its own (marks repeat the call); toxicity, %; measured here: cell loss, nuclei count;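 cell loss after 18 h compound exposure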
* hit, by the source's call; i = inactive; / = no result given.

SMILES	bCat nuc transl	bCat nuc transl cell count 5 µM	Yfh1-off respiration	Lipid droplet	Lipid droplet cells 6.5 µM	WT yeast gro inh	WT yeast gro inh mutant strain	MT stabilize HCS	MT stabilize HCS Hoechst-high %	MT stabilize HCS cytotoxicity %	Ins promoter up	Ins promoter up cell count	Dynein cargo inh	Dynein cargo inh cytoplasmic EGFP	Dynein cargo inh nuclear GR-EGFP	Dynein cargo inh cell count	Autophagy HCS	Autophagy HCS cell loss 18 h	NOD2 inhibition
Cc1cccc(C)c1NC(=O)NC1(C(=O)NCCN2CCOCC2)CCCCC1	-0.3	1055	i	5	714	-13	3	5.9	1.9	5.7	0.84	1278	0.24	-0.29	0.33	0.14	i	3	-9%
CCCc1ccc(S(=O)(=O)Nc2ccc(C)c(NS(C)(=O)=O)c2)cc1	-1.6	1386	i	10	696	/	/	/	/	/	0.04	1109	1.3	-0.2	1.4	-1.3	/	/	-7%
C/C(=N\NC(=O)c1nn(C)cc1Br)c1cccc(NC(=O)C2CCCC2)c1	-1.8	1432	i	/	/	-17	-9	3.5	0.8	6.3	-1.2	1090	0.83	-0.22	0.78	0.25	i	17	1%
CCOC(=O)C1CCN(Cc2coc3c(Cl)cc(Cl)cc3c2=O)CC1	2.2	1308	i	/	/	14	0	3.2	2.3	9.6	-1.1	1622	-2.8	0.3	-2.1	0.19	i	4	6%
C/C(=N\N(Cc1ccccc1)c1ccccc1)c1ccncc1	1.6	1100	i	19	685	39	28	2.9	2.6	6.6	-0.34	1241	0.26	-0.26	0.34	0.83	i	11	3%
O=C(CC(=O)NN=C1CCCCCC1)NCc1cccnc1	-3.0	1111	i	2	664	0	-8	3.1	1.3	3.2	-0.04	1336	-1	-0.17	-0.55	1.6	i	15	10%
CC1CN(C(=O)CSc2nc(-c3ccccc3)cs2)CC(C)O1 (stereo not drawn)	-0.4	1009	i	17	802	-14	-12	2.2	1.1	6.0	-0.17	870	0.028	0.41	0.4	0.26	i	8	1%
C(=C\c1ccccc1)/CN1CCN(C(c2ccccc2)c2ccccc2)CC1	/	/	i	-9	690	70*	62*	5.2	2.1	4.0	/	/	-0.81	-0.2	0.13	0.29	i	15	4%
Clc1ccc(CSc2nnc(/C=C/c3ccccc3)o2)c(Cl)c1	-0.2	1099	i	4	671	38	27	1.4	2.1	4.3	0.05	1651	0.034	-0.21	-0.53	0.39	i	2	-13%
O=C(c1ccc(NC(=S)NCc2ccc(Cl)cc2)cc1)N1CCCCC1	-2.3	912	i	-26	691	4	3	2.5	2.9	9.3	0.99	1620	1.1	-0.31	0.58	-0.55	i	-5	16%
O=C(O)CC1S/C(=N/N=C/c2ccc(-c3ccc(Cl)cc3[N+](=O)[O-])o2)NC1=O (stereo not drawn)	1.5	935	i	-7	819	-6	-20	1.6	0.7	8.3	-0.08	940	-0.49	0.0088	-0.29	0.13	i	-3	17%
Cc1ccc(C)c(NC(=O)Cn2nnc(C(=O)NCc3cccs3)c2N)c1	/	/	i	/	/	-17	-10	6.7	2.6	2.0	/	/	-0.66	-0.014	-0.39	0.13	i	0	-17%
CCN(CC)CCn1c2ccccc2c2cnc(N=CN(C)C)c(C#N)c21	-0.7	902	i	/	/	32	1	3.7	2.4	14	0.02	657	-0.043	-0.26	0.3	0.43	i	44	6%
Cc1cc(C)nc(NC(=NCCc2c[nH]c3ccccc23)NC(=O)C(C)(C)C)n1	1.5	1320	i	4	651	/	/	/	/	/	0.29	913	1.1	-0.26	0.4	-1.1	/	/	0%
Cc1cc(C(F)(F)F)n2nc(-c3cnn(C)c3C(F)(F)F)c(Br)c2n1	0.4	1389	i	-4	703	5	8	2.9	1.0	6.4	/	/	-0.57	-0.29	-0.097	0.51	i	-42	9%
CS(=O)(=O)N(Cc1ccccc1)c1ccc(C(=O)NCC2CCCO2)cc1 (stereo not drawn)	1.2	1107	i	-12	691	/	/	1.0	1.4	8.1	0.25	894	1.3	-0.21	0.68	-0.78	i	-2	-14%
O=C(CSc1nnc(NC(=O)c2ccccc2F)s1)Nc1ccccc1F	-1.9	1019	i	9	765	-11	-5	4.0	3.3	7.6	-0.04	1591	-0.55	-0.15	0.33	-0.91	i	3	-132%
O=S(=O)(/C=C/c1ccccc1)N1CCN(Cc2ccc3c(c2)OCO3)CC1	-1.0	1141	i	-6	644	56	26	2.1	1.3	0.5	-0.14	1290	-0.18	-0.33	-0.23	0.44	i	11	-47%
c1ccc(-c2nc3nc4ccccc4nc3n2CC2CCCO2)cc1 (stereo not drawn)	-0.4	1351	i	6	766	/	/	/	/	/	-0.3	1189	-0.15	-0.26	0.39	-0.1	/	/	7%
CCOCC(=O)Nc1c(C(=O)Nc2ccc3c(c2)OCCO3)oc2ccccc12	-3.9	989	i	11	632	8	-63	2.7	2.6	4.7	1.1	1680	-0.54	-0.18	-0.5	0.29	i	4	-120%
CCCCNC(=O)CSc1nc2ccsc2c(=O)n1C1CCN(C(=O)OCC)CC1	-5.6	996	i	/	/	-26	2	3.8	1.3	6.8	-0.92	1150	-0.41	-0.25	-0.098	0.87	i	1	3%
CC(C)[C@H](NC(=O)c1ccccc1)C(=O)OCC(=O)NCc1ccc(F)cc1	1.2	1061	i	-9	651	-7	-7	3.2	2.0	8.6	0.57	1684	0.16	-0.29	0.069	0.12	i	18	-13%
Cc1nc2ccccc2c2oc(C(=O)N3CCc4ccccc43)cc12	-2.7	1113	i	9	724	18	14	5.5	2.7	9.7	-0.63	1352	-0.9	-0.17	-0.22	0.72	i	-10	17%
Cc1cc([N+](=O)[O-])c(-c2ccc(/C=N/n3cnnc3)o2)cc1Cl	1.4	1277	i	/	/	17	7	3.1	1.8	8.3	-0.43	1574	0.16	0.55	0.56	0.35	i	17	-1%
CCc1cccc(C)c1NC(=O)CCCSc1nc2ccccc2s1	-1.0	552	i	10	718	-3	-7	4.2	3.4	12	-0.02	1305	1.5	-0.081	0.73	-2	i	3	-11%
O=C(CN(C(=O)CCNC(=O)c1ccco1)c1ccccc1)NC1CCCC1	-0.9	1023	i	2	671	13	-14	1.5	1.0	4.0	0.66	1252	1.1	-0.29	0.73	0.13	i	-13	-7%
Cc1cccc(-c2nnc(SCC(=O)Nc3cccc(C(=O)N4CCOCC4)c3)n2C)c1	4.5	547	i	0	671	-18	-8	1.2	2.4	8.1	-0.8	1226	0.063	-0.3	-0.23	-0.17	i	2	6%
COCCNC(=O)CSc1nc2nn(-c3ccccc3)c(=O)c-2c2n1CCCCC2	0.9	1161	i	2	709	7	-6	1.3	0.9	0.0	0.9	1253	-0.0085	-0.41	-0.6	1.2	i	3	21%
COc1cc(/C=C/C(=O)OCC(=O)Nc2ccc(C)cc2[N+](=O)[O-])ccc1O	0.7	885	i	4	700	1	-7	2.3	1.8	8.1	0.7	1583	0.71	-0.32	1.1	-0.56	i	6	18%
O=c1c2ccccc2c(-c2ccc(Cl)cc2)nn1-c1ccccc1	0.8	1067	i	19	500	-6	21	1.5	2.3	13	0.86	2049	/	/	/	/	i	-3	18%
COc1ccc2[nH]c(C(=O)Nc3cccc(C)n3)cc2c1	-3.1	1213	i	9	780	/	/	/	/	/	0.54	1417	1.8	-0.25	0.39	-0.37	/	/	19%
CCCOc1ccc(/C=N/Nc2cccc([N+](=O)[O-])c2)c(O)c1	0.4	931	i	9	615	17	10	3.1	2.6	3.3	/	/	-0.24	-0.16	-0.37	0.38	i	5	-58%
Cc1ccc(S(=O)(=O)NCC(=O)N(CC(=O)NC2CCCCC2)CC2CCCO2)cc1 (stereo not drawn)	-0.5	1149	i	-4	744	6	7	1.5	1.0	5.8	0	974	-0.41	-0.25	-0.3	0.83	i	1	9%
CO/N=C(\c1nonc1N)N1CCN(c2ccc(Cl)cc2[N+](=O)[O-])CC1	/	/	/	/	/	75*	35*	2.6	2.6	3.7	/	/	-0.3	-0.2	-0.71	1.1	i	9	10%
O=C(N/N=C/c1ccccn1)c1cc(C2CC2)[nH]n1	-3.4	1098	i	6	684	1	-14	2.0	1.1	3.5	0.3	1241	-1.4	0.28	-0.81	0.35	i	-13	-27%
O=c1c2ccccc2sc2nc(C3CCCCC3)n(Cc3ccco3)c(=O)c12	/	/	/	-10	732	20	28	4.6	2.3	7.3	1.4	1132	-2.2	0.053	-0.64	1.4	i	-6	16%

Part of the list above, showing only Lipid droplet and MT stabilize HCS cytotoxicity %:
| compound | Lipid droplet | MT stabilize HCS cytotoxicity % |
| --- | --- | --- |
| CCc1cccc(C)c1NC(=O)CCCSc1nc2ccccc2s1 | 10 | 12 |
| O=C(CN(C(=O)CCNC(=O)c1ccco1)c1ccccc1)NC1CCCC1 | 2 | 4.0 |
| Cc1cccc(-c2nnc(SCC(=O)Nc3cccc(C(=O)N4CCOCC4)c3)n2C)c1 | 0 | 8.1 |

Only part of the results is shown, so the mix of outcomes need not match the whole.
